From PubChem BioAssay
HEK293 NOD2/NF-kB = inhibition of NOD2-driven NF-kB reporter – cell-based, luminescence, uHTS, HEK293 (AID 1566); HEK293 NOD2/NF-kB luciferase reporter, luminescence; higher % means a stronger effect; inhibition, % at 4 µM; hits with a dose series show EC50 in µM; actives 0.63% (n = 290,000); further: many of its hits are not listed in these tables
NTR1 agonist = agonists of NTR1, primary screen, imaging, U2OS cells, beta-arrestin-GFP, high content (AID 493036) | NTR1-U2OS beta-arrestin-GFP spot imaging, agonist mode | activation, % at 20 µM | actives 0.17% (n = 330,000);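 active means activation at or above 40% of the spot to cytoplasm intensity ratio, with at least 20 cells analyzed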;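 further: 0% = DMSO without peptide and 100% = 100 nM NTR1 peptide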
Target sequence (P30989 whole entry, looked up): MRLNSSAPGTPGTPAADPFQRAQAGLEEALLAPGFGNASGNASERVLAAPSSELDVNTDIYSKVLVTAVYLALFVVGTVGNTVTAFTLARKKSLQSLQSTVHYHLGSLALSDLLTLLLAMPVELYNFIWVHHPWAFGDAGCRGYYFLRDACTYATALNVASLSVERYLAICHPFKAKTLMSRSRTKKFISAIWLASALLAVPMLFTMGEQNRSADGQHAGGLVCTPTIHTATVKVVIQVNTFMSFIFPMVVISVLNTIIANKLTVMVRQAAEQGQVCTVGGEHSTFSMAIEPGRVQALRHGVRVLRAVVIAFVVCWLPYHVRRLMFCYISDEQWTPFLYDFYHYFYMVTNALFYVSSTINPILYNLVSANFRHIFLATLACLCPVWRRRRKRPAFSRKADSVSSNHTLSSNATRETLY
GPR55 beta-arrestin = selective activators of receptor GPR55 – imaging, U2OS cells, beta-arrestin-GFP redistribution, primary screen (AID 1961); U2OS GPR55 beta-arrestin-GFP redistribution imaging; higher % means a stronger effect; activation, % at 10 µM, or EC50 in µM where a hit was titrated; actives 0.048% (n = 290,000);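 active means activation above 40% with more than 50 cells counted in the well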;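 further: U2OS osteosarcoma cells stably expressing GPR55 and beta-arrestin-GFP; plate controls were DMSO negative control for no effect and LPI positive control for full effect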
NOD1 inhibition = NOD1 signaling inhibitors, primary screen, cell-based, luminescence, uHTS (AID 1578); NOD1-driven NF-kB luciferase reporter cells, luminescence; higher % means a stronger effect; one-dose inhibition, % at 4 µM; EC50 in µM for titrated hits; actives 1% (n = 290,000); in the data active means inhibition mostly above about 36%, no sharp cut-off; inactive means mostly below about 34%;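 further: HEK-293T reporter cells stimulated with the NOD1 agonist gamma-tri-DAP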
ER stress rescue = protection against thapsigargin-triggered cell killing – 384-well, CSM14.1, ATP luminescence, primary screen (AID 1222); CSM14.1 thapsigargin-induced death rescue, ATP luminescence; higher % means a stronger effect; cellular ATP content (survival), % at 20 µM, or EC50 in µM where a hit was titrated; 190,000 tested, under 10 active;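 active means EC50 below 50 µM in the dose-response confirmation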;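 further: death triggered by thapsigargin at about 15 µM added after 2 h compound pretreatment; cell ATP read after overnight thapsigargin exposure of roughly 18 to 22 hours; normalized against plate controls of thapsigargin alone and 5% DMSO vehicle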
KOR beta-arrestin-1 = kappa opioid receptor activators – cell-based, luminescence, uHTS, primary screen (AID 1777) | KOR beta-arrestin recruitment, luminescence; higher % means a stronger effect | actives 0.02% (n = 280,000) | one-dose activation, % at 10 µM; EC50 in µM for titrated hits; in the data active means activation above about 50%, passing the limit was not always enough; further: a part of the inactive calls stands beside numbers as strong as those of hits
Yfh1-depleted yeast = enhancers of respiration in Yfh1-depleted yeast, dose response, Friedreich's ataxia, plus single-dose screen (AID 1465); actives 0.074% (n = 220,000); one-dose fold induction at 50 µM; EC50 in µM for titrated hits; S. cerevisiae Yfh1-off respiration, WST-1 reduction, 72 h; higher fold induction means a stronger effect;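 active means fold induction of absorbance versus untreated yeast above a set limit, then at least 30% activation at any dose in follow-up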;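 further: activators that raise dye reduction in frataxin-depleted yeast; strong numbers were not always called active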
TNAP activation fold = stimulation of alkaline phosphatase TNAP activity – biochemical, luminescent, no phosphate acceptor, uHTS, primary screen (AID 1001). purified TNAP, luminescent activation assay, no phosphate acceptor; higher activation fold means a stronger effect. activation fold at 20 µM, or EC50 in µM where a hit was titrated. actives 0.03% (n = 200,000); in the data active means activation fold from about 3, or a potency from the dose series; inactive means the rest, 99 in 100 with activation fold below about 1.6; further: many of its hits are not listed in these tables
KOR beta-arrestin-2 = kappa opioid receptor blockers – cell-based, luminescence, uHTS (AID 1778); KOR beta-arrestin recruitment, luminescence, antagonist mode; higher % means a stronger effect; actives 0.091% (n = 290,000); inhibition, % at 10 µM, or IC50 in µM where a hit was titrated; further: strong numbers were not always called active
NTR1 agonist cell count 20 µM = also measured in NTR1 agonist; calls as there; cell count; measured here: cell count, cytotoxicity flag
An asterisk follows results filed as active; i = inactive; . = no result given; [ ] = another dose, or the depositor's remark. Unless noted, no stated cut-off is given here; in the data, active means inhibition above about 50%; inactive means the rest. A portion of the library, so the mix of outcomes need not match the whole.

SMILES	HEK293 NOD2/NF-kB	NTR1 agonist	NTR1 agonist cell count 20 µM	GPR55 beta-arrestin	NOD1 inhibition	ER stress rescue	KOR beta-arrestin-1	Yfh1-depleted yeast	TNAP activation fold	KOR beta-arrestin-2
CCOC(=O)C1CCCN(Cc2ccc(OC)cc2OC)C1 (stereo not drawn)	6.0%	0.0	80	-0.1%	-7.3%	0.8%	-0.9%	i	1.1	8.9%
CCCCC(C(=O)OCC)C(N)Cc1ccc(F)cc1 (stereo not drawn)	-10.7%	1.3	80	0.1%	14.6%	-3.9%	7.1%	i	1	65.2%*
COc1ccccc1NC(=O)Nc1cc(NC(=O)Nc2ccccc2OC)c(C)nc1C	-1.0%	0.2	56	0.1%	-4.8%	2.8%	2.5%	i	1.2	-2.1%
Cn1ncc2c(N3CCCCC3)nc(NCCCO)nc21	8.8%	0.1	59	-0.1%	-0.5%	.	0.0%	.	.	-24.2%
CC(C)(C)c1cc(-c2n[nH]c(=S)n2-c2ccc(Cl)cc2)n[nH]1	6.2%	-1.1	46	0.5%	-11.5%	.	0.4%	i	.	8.9%
COc1ccc(NC(=O)CN2CCC(Cc3ccccc3)CC2)cc1S(=O)(=O)N1CCOCC1	26.3%	1.9	49	0.1%	6.0%	-2.7%	8.4%	i	0.9	-39.2%
CCC(C(=O)N1CCOCC1)n1nc(C)c2c(C)n(-c3ccccc3)nc2c1=O (stereo not drawn)	13.6%	-0.8	60	0.0%	-14.9%	.	1.4%	.	.	-11.3%
CCC(C)NC(=O)Cn1cnc2sc(C)c(S(=O)(=O)N3CCN(c4ccccc4OC)CC3)c2c1=O (stereo not drawn)	.	-0.2	62	-0.2%	.	.	-3.8%	.	.	-11.7%
CC(C)CCNC(=O)C1CC(c2ccccc2C(F)(F)F)=NO1 (stereo not drawn)	17.4%	-1.6	93	-0.2%	5.4%	.	-0.9%	i	.	15.8%
C/C(=N/NS(=O)(=O)c1ccc(Br)cc1)c1c[nH]c2ccccc12	16.0%	-1.2	78	0.0%	7.1%	.	0.4%	.	.	11.9%
CCOC(=O)c1c(C)n(C)c2ccc(OC(=O)c3ccc(N4C(=O)CCC4=O)cc3)cc12	15.5%	7.0	58	-0.3%	1.0%	0.9%	-10.4%	i	1.1	17.1%
Cc1ccc(C2CC(=O)c3cnc(N4CC(C)CC(C)C4)nc3C2)cc1 (stereo not drawn)	-1.2%	.	.	0.3%	17.1%	-0.6%	1.2%	.	1.1	2.6%
Cc1cc(/C=C2\SC(=O)N(C)C2=O)c(C)n1-c1cccc(C(=O)O)c1	3.5%	-0.4	63	-0.2%	-12.6%	.	1.1%	.	.	10.8%
COc1ccc(C2CC(C(F)(F)F)n3nc(C(=O)N(C)Cc4cn(C)nc4C)c(Cl)c3N2)cc1 (stereo not drawn)	27.8%	-1.4	50	-0.1%	9.9%	7.6%	-1.2%	i	1	10.8%
C=CCCCCc1nc2ccccc2c(=O)n1N	-4.5%	0.2	68	-0.3%	-6.2%	1.1%	5.4%	i	1	15.7%
CCOCCCNC(=O)CNC(=S)N(Cc1ccccc1F)C1CCCCC1	-0.3%	0.1	60	-0.4%	-7.9%	-2.6%	5.8%	i	1.1	2.4%
Cc1ccc(CNC(=O)Cn2c([N+](=O)[O-])cnc2C)cc1	0.7%	0.6	40	0.1%	-13.1%	1.0%	-3.0%	i	1	-18.0%
COc1ccc(CCNCc2csc3nc4ccccc4n23)cc1OC	30.9%	-0.7	81	0.2%	20.2%	4.4%	-0.6%	i	1	-30.1%
COc1ccc(/C=C/C(=O)O)cc1S(=O)(=O)N1CCCC1	7.0%	0.8	67	-0.2%	-20.7%	.	2.2%	.	.	7.7%
O=C(C1CC1)N1c2ccccc2Sc2ccccc21	-9.8%	0.6	61	0.2%	47.3%	.	0.6%	.	.	-3.2%
O=C(Oc1nsnc1N1CCOCC1)N1CCOCC1	24.8%	0.7	54	0.3%	-1.7%	0.3%	2.5%	i	1.1	-4.1%
CCc1nc2sccc2c(=O)n1N	2.0%	-0.6	82	0.5%	-22.1%	-0.3%	-2.7%	i	1	7.6%
Cc1ccc(S(=O)(=O)N2CCN(C(=O)N3CCOCC3)CC2)c(C)c1	17.4%	2.2	57	-0.1%	-19.6%	.	.	.	.	-29.5%[20 µM]
O=c1[nH]c(C2CCCCC2)nc2ccccc12	11.3%	-1.7	41	-0.1%	4.3%	5.0%	-0.7%	i	1	-29.9%
CCn1c(-c2cc(OC)ccc2OC)csc1=Nc1c(C)n(C)n(-c2ccccc2)c1=O	22.0%	-0.6	41	1.1%	1.1%	6.6%	-4.1%	i	1.1	-5.8%

Marked active in KOR beta-arrestin-2, among the entries above:
molecule | HEK293 NOD2/NF-kB | GPR55 beta-arrestin | NOD1 inhibition | KOR beta-arrestin-1 | TNAP activation fold | KOR beta-arrestin-2
CCCCC(C(=O)OCC)C(N)Cc1ccc(F)cc1 (stereo not drawn) | -10.7% | 0.1% | 14.6% | 7.1% | 1 | 65.2%*

Going on with the list:
SMILES	HEK293 NOD2/NF-kB	NTR1 agonist	NTR1 agonist cell count 20 µM	GPR55 beta-arrestin	NOD1 inhibition	ER stress rescue	KOR beta-arrestin-1	Yfh1-depleted yeast	TNAP activation fold	KOR beta-arrestin-2
CN(C(=O)CSc1nnc(-c2cccnc2)n1-c1ccccc1F)C1CCS(=O)(=O)C1 (stereo not drawn)	15.1%	0.2	75	-0.3%	-28.7%	0.5%	-2.6%	i	1.1	4.3%
Cc1ccc2ncnc(Nc3cccc([N+](=O)[O-])c3)c2c1	-15.7%	1.5	86	0.0%	13.8%	.	-1.6%	.	.	4.9%
CCCCCC(=O)NNC1CC(=O)N(c2ccccc2)C1=O (stereo not drawn)	16.3%	0.7	41	-0.1%	1.5%	.	-4.6%	i	.	-5.3%
O=C1NC(c2ccccc2)=C(c2ccc3ccccc3n2)C(c2ccncc2)N1 (stereo not drawn)	1.3%	0.7	54	0.0%	-29.5%	-1.5%	4.2%	i	1.1	-15.5%
Cc1c(CN2CCC(C(=O)Nc3cccc(-c4cccc(Cl)c4)c3)CC2)cnn1C	21.7%	3.6	55	-0.2%	-20.7%	.	-1.0%	.	.	-99.0%
Cc1cc2ccccn2c1C(=O)c1cc([N+](=O)[O-])cc([N+](=O)[O-])c1	-0.6%	3.2	47	-0.7%	-15.9%	1.2%	1.6%	i	0.9	8.8%
Cc1ccc(-n2nc(C)c(/C=N/n3c(C)n[nH]c3=S)c2Cl)cc1	15.4%	4.2	60	-0.4%	-21.5%	-1.4%	-4.7%	i	1.3	6.1%
CCn1c(SCC(=O)N2CCC(C)CC2)nc2c(c1=O)SC(C)C2 (stereo not drawn)	6.0%	1.9	58	-0.1%	-18.0%	.	7.6%	.	.	-8.4%
O=C(NCc1ccco1)/C(=C/c1ccccc1F)NC(=O)c1ccccc1	-4.5%	-0.2	57	-0.2%	-20.4%	.	3.1%	.	.	-39.8%
CSc1nsc(N/N=C/c2ccccc2)c1C#N	-18.7%	6.7	46	1.7%	15.2%	-0.7%	0.3%	i	1.1	-46.4%
O=c1c(C(c2ccc(Cl)cc2)c2c(O)nc3n(c2=O)CCCS3)c(O)nc2n1CCCS2	12.9%	0.1	59	-0.3%	-2.1%	.	2.7%	i	.	11.9%
CCOC(=O)CNc1nc(C(C)(C)C)nc2c1nnn2Cc1ccccc1Cl	22.8%	6.3	82	-0.2%	11.1%	-0.2%	5.2%	i	1.2	-10.6%
c1csc(COc2ccccc2CNC2CCCCC2)c1	-21.5%	0.7	69	0.4%	-30.8%	-3.1%	-1.5%	i	1.2	1.1%
O=C(NC1(C(F)(F)F)C(=O)Nc2c1c(=O)[nH]c(=O)n2-c1ccc(F)cc1)c1cccnc1 (stereo not drawn)	4.9%	-1.3	78	-0.1%	14.5%	-0.1%	2.7%	i	1.1	-13.7%
Cc1cccc(S(=O)(=O)Nc2cccc(-c3cn4ccsc4n3)c2)c1	11.8%	2.2	34	0.0%	26.2%	-0.6%	-3.1%	i	1.1	7.3%
CCCN1C(=O)SC(CC(=O)Nc2ccc(C)cc2)C1=O (stereo not drawn)	12.6%	-0.7	35	0.2%	-2.1%	-1.7%	-7.5%	i	0.8	13.0%
CC1CCC(C(C)C)C(OCC(O)CNC(C)C)C1 (stereo not drawn)	10.6%	-0.6	62	0.3%	-4.6%	.	-1.8%	i	.	11.6%
CCSc1nnc(NC(=O)c2nc3nc(C)cc(C)n3n2)s1	7.2%	1.5	50	0.1%	-18.2%	-5.5%	-0.4%	i	0.6	23.9%
CCCN1CNc2c(c(=O)[nH]c(=S)n2CCc2ccc(OC)c(OC)c2)C1	8.7%	-0.2	70	-0.1%	-24.2%	1.8%	0.8%	i	1.1	-13.6%
O=C(/C=C/c1ccc([N+](=O)[O-])s1)N1CCCC1	3.2%	1.0	41	-0.3%	22.9%	.	-1.2%	i	1	-44.8%
CCOc1ccc(-c2ccc(NS(=O)(=O)c3cc([N+](=O)[O-])c(C)c([N+](=O)[O-])c3)cc2)nn1	29.4%	2.0	54	-0.1%	5.3%	.	2.1%	.	.	-8.1%
O=C1/C(=C/c2cccs2)SC(=S)N1CC(=O)N1CCCCC1CCO (stereo not drawn)	15.3%	0.1	74	-0.2%	-75.5%	.	-4.7%	.	.	4.8%
C=CCNC(=O)COC(=O)c1nc2nccc(C)n2n1	23.3%	0.4	40	-0.4%	-10.4%	-1.5%	-3.7%	i	1.1	-2.7%
Cc1ccc(CN2C(=O)N/C(=C\c3cccn3-c3cccc(C(=O)O)c3)C2=O)cc1	-82.5%	1.8	43	-0.5%	-28.8%	-0.8%	-0.1%	i	1	19.0%
Cc1cccc(-n2ncc3c(NCCCO)ncnc32)c1	-70.5%	-1.9	88	0.2%	-70.6%	-4.2%	-1.8%	i	1.1	-14.3%
COc1cccc(N(C(C)=O)c2nc(C)cc(C)c2C#N)c1	-24.1%	0.3	90	-0.1%	-24.3%	.	-0.9%	i	1	-6.1%
Cc1ccc(-c2nc(CS(=O)CC(=O)NCc3ccc4c(c3)OCO4)c(C)o2)cc1 (stereo not drawn)	-63.0%	-1.1	44	0.9%	-29.6%	.	-1.1%	.	.	13.2%[20 µM]
COc1ccc(C2C(=O)N(C3CCCCC3)CC(=O)N2C2CCCCC2)cc1 (stereo not drawn)	-15.3%	-0.1	68	-0.2%	1.5%	4.5%	-3.7%	i	0.9	8.6%
CC1=CC(=C(C#N)C#N)C=C(C)N1Cc1ccc(Cl)cc1	0.2%	3.1	40	0.9%	-34.1%	-0.6%	0.6%	i	1.2	-38.0%
COc1ccc(-n2nnc3c(=O)n(CC(=O)Nc4cc(C)on4)cnc32)cc1	-19.3%	4.1	71	-0.1%	-10.0%	-0.4%	-2.8%	i	1.1	25.8%
